# 12-LOX inh: inhibitors of human 12S-lipoxygenase ALOX12; purified 12hLO, xylenol orange hydroperoxide absorbance; AID 1671190; 580,000 tested, 1.1% active; Potency, µM (series often up to 108 µM), without a hit: at the top dose activity change, negative = inhibition, actives largely listed as inhibitors; P18054; active = well fitted inhibition curve with a large enough effect; inconclusive = small, poorly fitted or top-dose-only effect, or another doubt; inactive = no such curve, though single readings can be large or run the other way
# Target sequence (P18054 whole entry, looked up): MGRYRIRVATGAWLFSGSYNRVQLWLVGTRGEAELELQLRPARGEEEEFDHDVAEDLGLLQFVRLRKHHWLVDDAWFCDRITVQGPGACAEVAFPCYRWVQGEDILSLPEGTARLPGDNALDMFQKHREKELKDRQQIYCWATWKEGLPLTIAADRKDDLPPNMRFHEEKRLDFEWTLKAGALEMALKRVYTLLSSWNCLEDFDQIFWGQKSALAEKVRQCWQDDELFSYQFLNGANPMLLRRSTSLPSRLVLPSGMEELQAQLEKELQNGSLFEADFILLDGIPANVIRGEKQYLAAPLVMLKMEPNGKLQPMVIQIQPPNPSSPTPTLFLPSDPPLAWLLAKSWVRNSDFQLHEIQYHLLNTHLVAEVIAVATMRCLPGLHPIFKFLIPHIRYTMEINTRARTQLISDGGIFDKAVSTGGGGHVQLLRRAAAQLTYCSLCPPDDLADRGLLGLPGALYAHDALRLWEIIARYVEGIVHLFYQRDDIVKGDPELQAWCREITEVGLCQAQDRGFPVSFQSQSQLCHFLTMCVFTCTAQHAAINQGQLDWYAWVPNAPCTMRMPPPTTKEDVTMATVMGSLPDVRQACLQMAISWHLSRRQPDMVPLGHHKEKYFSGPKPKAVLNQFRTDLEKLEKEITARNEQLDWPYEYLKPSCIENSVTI
#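 Purified human 12hLO at 150 nM in 25 mM Hepes, 0.01% Triton X-100, pH 7.0, preincubated 15 min at room temperature with compound. Reaction started with 40 uM arachidonic acid, 30 min at room temperature. Hydroperoxide measured by Fe-xylenol orange, 573/405 nm absorbance ratio.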
# Numbers without * were called inactive; ? = inconclusive; [ ] = dose if it differs, or a comment. % is scaled to controls: 0 for no effect and ±100 for the full control effect; potency is read from the fitted curve at half-maximal effect. Some of the compounds tested; rates above refer to the full screens.
item	12-LOX inh	Structure
1	-1%	N#Cc1ccc(CNC(=O)CCc2ccsc2)cc1
2	50%[activator]	O=C(NCc1ccc2c(c1)OCO2)c1nc(-c2ccc(F)cc2)c2ccccn12
3	-7%	Cc1cc(-c2nc3cc(NC(=O)C(C)C)ccc3o2)ccc1Br
4	6%	Cc1cccc(-c2cc(C(=O)NC3CCCC3)c3ccccc3n2)c1
5	22%	CCN(C1CCOCC1)C1CN(C(=O)c2cnn(C)c2)C1
6	23%	c1ccc2c(c1)CCN2c1nccnc1OC1CCNC1 (stereo not drawn)
7	?	N#Cc1cccc(COC(=O)c2ccccn2)c1
8	23%	CN(C)CCNc1oc(-c2ccc(F)cc2)nc1C#N
9	-9%	Cn1c(SCC(=O)Nc2cc(S(=O)(=O)N3CCCCCC3)ccc2Cl)nnc1C1CC1
10	?	O=C(Cn1ccn2nc(-c3ccccc3)c(CO)c2c1=O)NCc1ccccc1Cl
11	19%	O=C(NCCNc1ccc2ccccc2n1)Nc1cccc2ccccc12
12	42%[176 µM]	COC(=O)CN1C(=O)[C@@H]2C[C@@H](O)CN2C2(CN(C3Cc4ccccc4C3)C2)C1=O
13	-26%	CCOc1ccc(-c2nc(CNC(=O)Nc3ccc(Cl)cc3)c(C)o2)cc1
14	?	CC(C)c1nc2c(c(-c3ccc(O)cc3)n1)CN(C(=O)Nc1ccc(Cl)cc1)CC2
15	?	Cc1ccc(CNCC(=O)O)cc1
16	1%	CC(C)(C)CC(C)(C)NC(=O)C(Nc1ccccc1)c1ccccc1F (stereo not drawn)
17	-7%	CO[C@@H]1COCC[C@H]1NC(=O)c1ccc(CSc2ccccn2)cc1
18	15%	O=C1NC[C@@H](CCC(=O)N2CCc3ccccc32)N2C[C@@H](NCc3ccc(CO)o3)C[C@@H]12
19	41%[activator]	COCCC1(NS(C)(=O)=O)CCNCC1
20	27%	CCOC(=O)CCNC(=O)N1CCC(OC2CCN(Cc3ccccc3)CC2)CC1
21	15%	CCOc1ccccc1NC(=O)c1nc(-c2ccc(OC)cc2)n(-c2ccccc2)n1
22	8%	COc1c(CNC(C)c2nnc3n2CCCCC3)c(C(C)C)nn1C (stereo not drawn)
23	7%	O=C(NCc1ccccc1)c1nc(-c2ccc3[nH]ccc3c2)no1
24	-7%	O=[N+]([O-])c1cc(C(F)(F)F)ccc1NC(c1ccccc1)c1ccccn1 (stereo not drawn)
25	60%[activator]	COCCNC(=O)c1ccc2c(c1)N(C)C(CC(=O)NCc1ccoc1)CO2 (stereo not drawn)
26	10%	CCn1cc(S(=O)(=O)N2CCCCC2c2n[nH]c(C)n2)cn1 (stereo not drawn)
27	-4%	O=C(CCc1ncc(-c2ccccc2)o1)NCCSCc1ccccc1
28	12%	Cn1ccnc1C(NC(=O)Cc1ccc(Cl)cc1Cl)c1ccccc1F (stereo not drawn)
29	?	Cc1ccc(-n2c(C3CCN(C(=O)Cc4c(F)cccc4Cl)CC3)n[nH]c2=O)cc1
30	46%[activator]	Cc1ccc(NC(=O)N2C[C@@H](F)C[C@H]2C(=O)N2CCc3ccccc3C2)c(C)c1
31	1%	O=C(Nc1ccccc1[N+](=O)[O-])C(F)(F)C(F)(F)C(F)(F)F
32	-8%	O=Cc1cccn1-c1ccc(Cl)cc1
33	8%	O=C(NCCc1ccccc1)N1CCCC(Cn2cnc3cccnc32)C1 (stereo not drawn)
34	8%	Cn1cc([C@@H](NC(=O)CN2CCOc3ccccc3C2)C2CC(O)C2)cn1 (stereo partly drawn)
35	?	COCCN(CC(N)=O)S(=O)(=O)c1ccc(F)cc1
36	5%	Cc1ccc(CNC(=O)c2cc3n(n2)CC(c2ccc(Cl)cc2)OC3)cc1 (stereo not drawn)
37	-4%	Cn1nc(C(=O)OCCOc2ccc(Cl)cc2)c2ccccc2c1=O
38	-3%	Nc1ncnc2c1ncn2C1OC(CO)CC1O (stereo not drawn)
39	-4%	COc1ccc(Br)c(C(=O)Nn2c(-c3cccc(C)c3)nc3ccccc3c2=O)c1
40	-24%	CCNc1oc(-c2ccc(S(=O)(=O)N(CC)CC)cc2)nc1C#N
41	-27%	Cc1ccc(S(=O)(=O)N2CCC(=O)N([C@H](COCc3ccc(C(F)(F)F)cc3)C(C)C)CC2)cc1
42	-5%	CC(C)OCCCNC(=O)C1CCCN(S(=O)(=O)c2cn(C)cn2)CCC(=O)NCC1 (stereo not drawn)
43	4%	N#CC1=C(SCC(=O)Nc2ccc3ccccc3c2)NC(=O)CC1c1ccccc1F (stereo not drawn)
44	-12%	CC(=O)c1cccc(NS(=O)(=O)c2ccc(-c3ccc(C)cc3)cc2)c1
45	-3%	COC(=O)CCC(=O)N1CCCC(CCc2c(F)cccc2F)C1 (stereo not drawn)
46	-18%	CN(Cc1ccsc1)C(=O)c1ccsc1
47	23%	Cc1cccc2c(N3CCCC3)nc(CNS(=O)(=O)c3ccccc3Cl)nc12
48	4%	Cn1c(=O)[nH]c(=O)c2c1nc(CN1CCOCC1)n2Cc1ccccc1F
49	26%	CC(C)Oc1ccc(C(=O)N2[C@@H]3CC[C@H]2CC(NC(=O)c2ccncc2)C3)cc1 (stereo partly drawn)
50	-9%	O=C1OCc2cc(-c3ccccc3F)ccc21
51	54%[activator][176 µM]	Cc1ccc(CN(C)C(C)c2cccs2)cc1 (stereo not drawn)
52	-18%	COc1cc(C2NC(=O)NC(C)=C2C(=O)OCC(F)(F)F)ccc1O (stereo not drawn)
53	?	CN1CC(=O)N(C2CCCNCC2)Cc2c(NCCO)ncnc21 (stereo not drawn)
54	14%[176 µM]	CS(=O)(=O)N[C@H]1C[C@H]2C(=O)Nc3ccc(-c4ccc(F)cc4F)cc3C(=O)N2C1
55	20%[176 µM]	CN(C)c1ccc(CN2CC[C@H](c3nc4c(C(N)=O)cccc4[nH]3)C2)cc1
56	6%	NC(=O)[C@H](Cc1ccc(O)cc1)NC(=O)[C@@]1(O)C[C@@H](O)[C@H](O)[C@@H](NC(=O)c2ccc(F)c(Cl)c2)C1
57	59%[activator]	CN(Cc1ncc[nH]1)C(=O)C1CCC(=O)N(CCN2CCOCC2)C1 (stereo not drawn)
58	?	Cc1ccc(-c2cc(C(=O)Nc3ncccc3C)c3ccccc3n2)s1
59	39%[activator]	Cc1nc2c3ccccc3ccc2c2ccccc12
60	-3%	CCc1cccc(NC(=O)Cn2c(=O)cc(C(=O)NC)c3ccccc32)c1

# Next records
item	12-LOX inh	Structure
61	3%[176 µM]	CN(C)CCNC(=O)c1nc2nc(-c3ccccc3)c(-c3cccc(F)c3)cc2n1C
62	31%	CC(=O)N1CCN(C(=O)c2cnc(N)nc2-c2ccccc2)CC(O)C1 (stereo not drawn)
63	4%	O=C1NC(C(=O)NCc2cccc(F)c2)Cn2cccc21 (stereo not drawn)
64	-18%	CC(Sc1nnc(N2CCCCC2)n1-c1ccccc1)c1nc(-c2ccco2)no1 (stereo not drawn)
65	25%	CCCN[C@H]1CS(=O)(=O)C[C@@H]1S(=O)(=O)c1ccccc1
66	?	COc1ccc(-c2noc3ncnc(N4CCC(C(=O)NCCN5CCCCC5)CC4)c23)cc1
67	-21%	Nc1cccc2cccc(S(=O)(=O)O)c12
68	?	COc1ccc(C[N+]2=C(N)N[C@@]3(C=C(C)Cn4c(=O)n(-c5ccccc5)c(=O)n43)C2)c(OC)c1
69	14%	Clc1ccc(CN2CCN(c3ncnc4nc[nH]c34)CC2)c(Cl)c1
70	?	CCCOc1ccc(C(=O)CCC(=O)OCC(=O)Nc2c(C)cc(C)cc2Cl)cc1
71	?	O=C(CSc1nc(C(F)(F)F)nc2ccccc12)Nc1ccc(O)cc1
72	51%[activator]	O=C(CCn1cnc2ccccc21)N1CCn2nc(Cc3ccccc3)cc2C1
73	5%	COc1ccc(C2(C(=O)N3CCC4(CC3)CC(N(C(C)=O)C3CC3)CCO4)CC2)cc1 (stereo not drawn)
74	42%[activator]	Cc1cc(C(=O)NCC2CCCN(Cc3nnc(-c4cccnc4)o3)C2)no1 (stereo not drawn)
75	53%[activator]	COc1ccccc1C(=O)N1CCC(n2cnnc2C2CC2)CC1
76	7.9µM*	O=C(C=Cc1ccc(O)cc1)c1ccc(O)cc1O
77	-29%	CC(C)(Oc1nn(Cc2cccc(Cl)c2)c2ccccc12)C(=O)NCCN1CCOCC1
78	1%	O=C(Nc1cccc(-c2nnc3n2CCCC3)c1)C1CC1
79	27%	CCC(CC)n1nc(C)cc1NC(=O)CCCn1cnc2ccccc2c1=O
80	-27%	COc1ccc(CN(C)Cc2cc(=O)oc3c(C)c(C)ccc23)cc1
81	-7%	O=C(Nc1nc(-c2ccc(Cl)cc2)cs1)c1cc(=O)c2ccccc2o1
82	-7%	COc1ccc(Br)cc1COC(=O)COc1ccc(C(C)=O)cc1
83	?	O=C(CSc1nnnn1-c1ccccc1)c1ccc(Br)s1
84	24%	Cc1cn2nc(C(=O)NCc3ccncc3)cc2c(=O)[nH]1

# Among those listed so far, these have a CF3 group.
item	12-LOX inh	Structure
24	-7%	O=[N+]([O-])c1cc(C(F)(F)F)ccc1NC(c1ccccc1)c1ccccn1 (stereo not drawn)
31	1%	O=C(Nc1ccccc1[N+](=O)[O-])C(F)(F)C(F)(F)C(F)(F)F
41	-27%	Cc1ccc(S(=O)(=O)N2CCC(=O)N([C@H](COCc3ccc(C(F)(F)F)cc3)C(C)C)CC2)cc1
52	-18%	COc1cc(C2NC(=O)NC(C)=C2C(=O)OCC(F)(F)F)ccc1O (stereo not drawn)
71	?	O=C(CSc1nc(C(F)(F)F)nc2ccccc12)Nc1ccc(O)cc1

# Some of these compounds in order of length of the SMILES, descending:
item	12-LOX inh	Structure
81	-7%	O=C(Nc1nc(-c2ccc(Cl)cc2)cs1)c1cc(=O)c2ccccc2o1
80	-27%	COc1ccc(CN(C)Cc2cc(=O)oc3c(C)c(C)ccc23)cc1
84	24%	Cc1cn2nc(C(=O)NCc3ccncc3)cc2c(=O)[nH]1

# Along the list, quoted from above.
# 12-LOX inh, nos. 8 to 19, in order: 23%, -9%, ?, 19%, 42%[176 µM], -26%, ?, ?, 1%, -7%, 15%, 41%[activator]

# Additional structures:
item	12-LOX inh	Structure
85	70%[activator]	c1cn(-c2ccc3ncsc3c2)c(-c2cc3n(n2)CCCNC3)n1
86	11%	Cc1nc2c(c(-c3ccc(Cl)cc3)n1)CN([S+](=O)([O-])c1ccccc1)CC2
87	?	O=C(O)C1=NOC2CN(Cc3nc4ccccc4s3)CC12 (stereo not drawn)
88	-19%	COC(=O)c1ccc(CNC(=O)Cc2ccc(C)cc2)cc1
89	-1%	COc1ccc(C(=O)/C(=C\c2cccc(Cl)c2)c2nc3ccccc3o2)cc1
90	-11%	CN(Cc1ccc(Cl)cc1Cl)S(=O)(=O)c1cccc2nsnc12
91	40%[activator]	COc1ccc(C2Cn3nnc(-c4nc(-c5ccccc5Br)no4)c3CO2)cc1 (stereo not drawn)
92	-2%	CCCCN1C(=O)c2ccccc2C(C(=O)NCc2cccnc2)C12CCCCC2 (stereo not drawn)
93	10%	CC(Oc1ccccc1)C(=O)N1CCN(Cc2cc(=O)n3nc(-c4ccccc4F)sc3n2)CC1 (stereo not drawn)
94	-4%	Cc1ccccc1Nc1nc(N)nc(COc2ccccc2C(=O)NCc2ccccc2)n1
95	-53%	Cc1cccn2c(=O)c3cc(C(=O)N(Cc4ccccc4)Cc4ccccc4)n(C)c3nc12
96	-13%	O=C(O)CCCCCCCCC#CC#CCCc1ccccc1

# The final 4 records of the section before come first, to join the parts:
item	12-LOX inh	Structure
93	10%	CC(Oc1ccccc1)C(=O)N1CCN(Cc2cc(=O)n3nc(-c4ccccc4F)sc3n2)CC1 (stereo not drawn)
94	-4%	Cc1ccccc1Nc1nc(N)nc(COc2ccccc2C(=O)NCc2ccccc2)n1
95	-53%	Cc1cccn2c(=O)c3cc(C(=O)N(Cc4ccccc4)Cc4ccccc4)n(C)c3nc12
96	-13%	O=C(O)CCCCCCCCC#CC#CCCc1ccccc1
97	51%[activator][176 µM]	CC(C)NC(=O)c1nc(-c2ccccc2)c2ccccn12
98	-2%	COc1ccc(Sc2cccc3c2S(=O)(=O)N(C2CC2)C[C@@H](COCc2ccccc2)O3)cc1OC
99	11%	CC(C)(C)NC(NC(=O)c1ccco1)C(Cl)(Cl)Cl (stereo not drawn)
100	3%	O=C(NCc1cccnc1)[C@@H]1C[C@@H](O)CN1C1CCN(C(=O)c2ccccc2F)CC1
101	1%	CCOc1cc(/C=C2/NC(=O)NC2=O)ccc1OCc1cccc(F)c1
102	26%	C[S+](=O)([O-])N1CC2(Cc3ccccc31)CN([S+](=O)([O-])c1ccc(C(F)(F)F)cc1)C2
103	6%	Cc1nc2c(c(=O)n1C)CN(C(=O)[C@H]1CNC[C@H](C(=O)N3CCCC3)C1)C2
104	-8%[176 µM]	Cc1nn(Cc2ccccc2)c(C)c1[C@@H]1C=C[C@@H](NC(=O)CCC(=O)O)C1
105	2%	O=C(Nc1ccc2c(ccn2CCN2CCOCC2)c1)C1CC1
106	-6%	Cc1ccc(C)c(S(=O)(=O)Nc2nc3ccccc3nc2Nc2ccc(F)cc2)c1
107	-1%[176 µM]	Cc1cccc2c1nc1n2[C@@H](CNC2CCOCC2)COC1
108	?	O=S(=O)(NC[C@H]1O[C@@H](CO)[C@@H](O)[C@H]1N1CCN(c2ncccn2)CC1)c1ccccc1
109	-15%	O=C(NC1(c2ccccc2)CCC1)c1ccccc1C(F)(F)F
110	-9%	COc1ccc2c(c1)CCC/C2=N\OC(=O)c1cc(SC)ccc1Cl
111	?	COc1ccccc1Oc1c(C)oc2cc(OCC(=O)Nc3ccc(C)cc3C)ccc2c1=O
112	4%	CCOc1ccc(C(=O)CCC(=O)NCC(=O)NC2CC2)cc1
113	64%[activator]	O=C(Nc1ccc(F)cc1)C1CCCN1c1ncnc2ccccc12 (stereo not drawn)
114	-2%	CC(C)n1cnnc1CC1CCCN(C(=O)c2n[nH]c3ccccc23)C1 (stereo not drawn)
115	-1%	Cc1ncsc1CN1CCOc2ccc(C(=O)NCc3ccccc3F)cc2C1
116	16%	COCCOc1ccc2c(n1)CCN(C(=O)c1ccccc1C)C2
117	22%[176 µM]	CC1=C[C@@H](CO)[C@H](C(C)C)C[C@H]1CC(=O)N1CCN(c2ccccn2)CC1
